# Source: PubChem
# LDHA inh – qHTS assay for inhibitors of human lactate dehydrogenase; purified LDHA, NADH/diaphorase-resazurin fluorescence; hits give low values; AID 1347041, 2019; activity change, % (values are at about 110 or 230 µM); 480,000 tested, 0.15% active; L-lactate dehydrogenase A chain (Homo sapiens), P00338; in the data active = activity change below about -30%; inconclusive = mostly about -25% to -30%;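 note: plate controls were DMSO wells for no effect and wells without enzyme for full effect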
#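 Human LDH5 at 2 nM final in Tris HCl pH 7.4 with 0.06 mM NADH and 0.2 mM pyruvate, reacted 5 minutes at room temperature. Remaining NADH coupled via diaphorase/resazurin; resorufin fluorescence read at 0 and 20 minutes, normalized to enzyme-free and DMSO wells.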
# An asterisk follows results filed as active; ? = inconclusive. Some of the compounds tested (hit frequency here may not be typical).
# The opening 16 records, to show the layout:
mol,LDHA inh
O=[N+]([O-])c1ccc(Oc2cccc3cccnc23)c2ccncc12,68
O=C(CN1CCCC1c1nc2ccccc2s1)NC(=O)Nc1ccc2c(c1)OCO2 (configuration not stated),17
Cc1cccc(-n2ccnc2SCC(=O)c2ccccc2F)c1,12
CC(C)C(OC(=O)CNC(=O)c1ccccc1)C(=O)Nc1cc(C(F)(F)F)ccc1Cl (configuration not stated),0
CCOC(=O)N1CCN(C(=O)c2cc(-c3ccccn3)nc3ccccc23)CC1,-1
O=C(NC1CCCC1)N1CCCC1,5
CC(C)(C)c1ccc(CCC2OCC(CN3CCCCC3)O2)cc1 (configuration not stated),0
CCc1ccc2c(c1)-c1ccccc1S(=O)(=O)N2CC(=O)Nc1ccccc1C(F)(F)F,7
O=C(Nc1cccc2ncccc12)C1CCCN(S(=O)(=O)c2ccc(F)cc2)C1 (configuration not stated),19
O=c1[nH]c2cc3c(cc2c(=O)n1CCc1nc(-c2cccc(C(F)(F)F)c2)no1)OCO3,-3
O=C(CSc1nc2ccccc2nc1N1CCCC1)N1CCN(c2ccccc2)CC1,14
Cc1[nH]ncc1Cl,7
O=C(O)CCc1ccc(OC(F)F)cc1,-4
O=C(O)C/C(=C/c1ccsc1)c1nc2ccccc2s1,?
O=C(O)C1CCN(C(=O)c2ccoc2)CC1,3
CC(=O)c1ccc(NC(=O)COC(=O)c2csc(NCc3ccccc3)n2)cc1,0

# The listing, repeating the preview:
mol,LDHA inh
O=[N+]([O-])c1ccc(Oc2cccc3cccnc23)c2ccncc12,68
O=C(CN1CCCC1c1nc2ccccc2s1)NC(=O)Nc1ccc2c(c1)OCO2 (configuration not stated),17
Cc1cccc(-n2ccnc2SCC(=O)c2ccccc2F)c1,12
CC(C)C(OC(=O)CNC(=O)c1ccccc1)C(=O)Nc1cc(C(F)(F)F)ccc1Cl (configuration not stated),0
CCOC(=O)N1CCN(C(=O)c2cc(-c3ccccn3)nc3ccccc23)CC1,-1
O=C(NC1CCCC1)N1CCCC1,5
CC(C)(C)c1ccc(CCC2OCC(CN3CCCCC3)O2)cc1 (configuration not stated),0
CCc1ccc2c(c1)-c1ccccc1S(=O)(=O)N2CC(=O)Nc1ccccc1C(F)(F)F,7
O=C(Nc1cccc2ncccc12)C1CCCN(S(=O)(=O)c2ccc(F)cc2)C1 (configuration not stated),19
O=c1[nH]c2cc3c(cc2c(=O)n1CCc1nc(-c2cccc(C(F)(F)F)c2)no1)OCO3,-3
O=C(CSc1nc2ccccc2nc1N1CCCC1)N1CCN(c2ccccc2)CC1,14
Cc1[nH]ncc1Cl,7
O=C(O)CCc1ccc(OC(F)F)cc1,-4
O=C(O)C/C(=C/c1ccsc1)c1nc2ccccc2s1,?
O=C(O)C1CCN(C(=O)c2ccoc2)CC1,3
CC(=O)c1ccc(NC(=O)COC(=O)c2csc(NCc3ccccc3)n2)cc1,0
O=C(NNC(=O)C1CCCC1)c1ccc(Cl)cc1,-2
CC(C)CCN1CCN(c2nc3c(c(=O)[nH]c(=O)n3C)n2Cc2ccc(Cl)c(Cl)c2)CC1,-1
CNC(=O)NC(=O)C(C)Sc1nc(C2CC2)nc2ccccc12 (configuration not stated),1
CC(=O)NCCNC(=O)Cn1c(C)c(Br)c2ccccc21,-5
CC(C)NC(=S)NNC(=O)C1(c2ccccc2)CCC1,1
O=C(O)C1(c2ccc(Cl)cc2)CCCCC1,-1
c1ccc(-c2nc(NCCN3CCOCC3)c3ccccc3n2)cc1,1
O=[S+]([O-])(c1ccc2c(c1)OCCO2)N1CCN([S+](=O)([O-])c2c(O)cc(F)cc2F)CC1,0
COc1ccc(CCNC(=O)COc2ccc3ccc(=O)oc3c2)cc1,-12
Cc1nn(-c2ccccc2)c(CSc2ccc3c(c2)OCCCO3)c1C#N,-4
Cc1ccoc1C(=O)OCc1ccccc1C#N,1
COCCCN(CCOC)C(=O)c1cc2ccccc2c(OC)n1,-4
CCOC(=O)C1=CN(c2ccc(OCC)cc2)C=C(C(=O)OCC)C1c1ccc(SC)cc1,3
CC(C)CC(=O)C(C#N)C(=O)Nc1ccccc1Cl (configuration not stated),-3
CCN(CC)C(=O)CN1CCN(C(=O)c2cc(-c3ccc(OC)cc3)nc3ccccc23)CC1,4
Cc1ccc(-c2nnc(Nc3ccccc3)c3ccccc23)cc1S(=O)(=O)NC(C)(C)CO,24
Cc1ccc(OCC(=O)n2nc(C)c(S(=O)(=O)N3CCc4ccccc4C3)c2C)cc1,14
O=C(c1ccc(Cl)cc1Cl)N(CCS(=O)(=O)N1CCOCC1)Cc1cccnc1,2
CCN(CC)C(=O)c1cccc(NC(=O)c2cc(=O)c3cc(C)ccc3o2)c1,12
CC(C)N(C)C(=O)c1ccc(Cl)c(NC(=O)C2(C)CC2(Cl)Cl)c1 (configuration not stated),14
COC(=O)CCN(C)Cc1sccc1C,-1
CCCCn1nc(C(=O)NN2C(=O)NC3(CCCCC3)C2=O)c2ccccc2c1=O,5
Cc1ccc(S(=O)(=O)NC2CC2)cc1C(=O)Nc1ccccc1C(C)C,-18
CCn1cnc2c1c(=O)n(CC(=O)c1cc(C)n(CCOC)c1C)c(=O)n2Cc1ccccc1,9
COCc1ccc(C(=O)NC(C)c2ccc(F)c(F)c2)cc1 (configuration not stated),0
O=C(Nc1ccc2nc(SCc3ccc(I)cc3)sc2c1)C1CCCCC1,0
Cc1ccc(-c2nn3c(=O)cc(CNC(=O)COc4ccc(C(C)(C)C)cc4)nc3s2)cc1,-21
CCn1c(C)c(CCC(=O)NCCC2=NCc3ccccc32)c(=O)n2nc(-c3ccccc3OC)cc12,6
NC(=O)CN1CCC(NC(=O)c2ccc(F)cc2)CC1,3
CNc1c(NC(=O)NCC2CCCO2)c(=O)oc2ccccc12 (configuration not stated),0
CCN(CC)CCCC(C)NCc1cc(Br)cs1 (configuration not stated),0
COC(=O)c1cccc(COC(=O)CCC(=O)c2ccc3c(c2)OCCO3)c1,14
O=C(COC(=O)c1c2c(nc3ccccc13)CCCC2)c1ccc(Oc2c(Cl)cccc2[N+](=O)[O-])cc1,-10
N#CCSc1ccccc1C(=O)Nc1ccc2c(c1)OCCO2,11

# The listing continues.
mol,LDHA inh
Cc1ccc(C(=O)O)cc1I,1
Cc1oc(-c2ccccc2)nc1C(=O)OC(C)C(=O)NCc1ccccc1 (configuration not stated),5
CC(=O)N(CCC(C)C)c1nc(C)c(C(=O)Nc2ccc3[nH]ccc3c2)s1,10
CC(C)CC(=O)Nc1nc2c(s1)C(=O)CC(C)(C)C2,5
Cc1cc2oc(C(=O)N3CCOC34CCN(C)CC4)cc(=O)c2cc1C,2
COC(=O)C1=C(C)NC(=O)NC1c1cccc(Oc2ccc(Cl)cc2)c1 (configuration not stated),5
C/C(=N\NC(=S)Nc1ccccc1)c1cccc(C(F)(F)F)c1,-2
COc1ccc(-c2nc(CN3CCN(C(=O)NC(C)C)CC3)c(C)o2)cc1,-2
CC1(C(=O)NCc2ccccc2)CCC(=O)N1Cc1ccccc1Cl (configuration not stated),5
Cc1ccc(NC(=O)N(C)Cc2nc(-c3ccccc3C)oc2C)cc1F,7
CCN(CC)c1nc2ccccc2nc1C(=O)Nc1ccc(C)c(C)c1,0
Cc1ccc(N2C(=O)N(Cc3ccc4c(c3)OCO4)c3ccccc3S2(=O)=O)c(C)c1,-1
CC(C)NC(=O)NCc1c(-n2cccc2)sc2c1CCN(C)C2,1
O=C(NC(c1ccccc1)c1ccccc1)C(=O)c1c[nH]c2ccccc12,-18
Cn1nc(CC(=O)NCC2CCCCC2)c2ccccc2c1=O,6
CC1(C)CC(=O)C2=C(C1)NC(Nc1nc3ccccc3o1)=NC2c1cccc(Cl)c1 (configuration not stated),-30*
CSc1ccccc1C(=O)Nc1c(F)cc(F)cc1Br,-1
O=C(NCC(c1cccs1)N1CCCCCC1)c1cc(=O)c2cc(Cl)ccc2o1 (configuration not stated),3
CCc1cccc2c(C(=O)CSc3nnc(C)s3)c[nH]c12,-8
O=Cc1c(Cl)[nH]c2ccccc12,1
COc1cccc(C(=O)Nc2ccc3oc(-c4ccccc4C)cc(=O)c3c2)c1,0
COc1ccc(C(C)O)cc1CSc1nc2ccccc2s1 (configuration not stated),-1
CN(C(=O)Cc1cccc2cccnc12)C1CCS(=O)(=O)C1 (configuration not stated),2
CC(C)C[C@H](NC(=O)Nc1ccc(F)cc1)C(=O)O,4
Cc1cccc(C(C)C)c1NC(=O)COC(=O)c1ccc2ccccc2n1,-22
COc1ccc(C(=O)c2sc(Nc3cccc(Cl)c3)nc2N)cc1OC,-1
CCCCCOC(=O)CSc1nc2c(c(=O)[nH]c(=O)n2C)n1CCC,-4
COc1ccc(C(=O)OCc2ccc(Cl)cc2)c(OC)c1OC,4
O=C(Cc1ccc2c(c1)CCCC2)NC1CCc2ccccc21 (configuration not stated),8
Cc1cc(C)cc(OCC(=O)Nc2ccc(C(=O)N(C)C)cc2)c1,0
FC(F)(F)c1ccc(/C=N/Nc2cc(C(F)(F)F)ccc2Cl)cc1,15
Cc1ccc(C)c(SC(C)C(N)=O)c1 (configuration not stated),0
O=C(CN1CCN(C(=O)c2cc(-c3ccccc3Cl)n[nH]2)CC1)N1CCCCC1,0
Cc1ccc(F)c(Nc2ncnc3c2oc2ccccc23)c1,6
O=C(C1CN(C(=O)c2nn(-c3ccccc3)c(=O)c3ccccc23)c2ccccc2O1)N1CCCCC1 (configuration not stated),14
Cn1c(C(=O)N2CCN(C(=O)c3ccc(F)cc3)CC2)cc2ccccc21,6
O=C(CSc1c2c(nc3ccc(Cl)cc13)CCCC2)Nc1nc2ccccc2s1,-1
S=c1cc[nH]c(=S)[nH]1,9
O=C(CCc1ncc(-c2ccc(F)cc2)o1)N1CCN(S(=O)(=O)c2ccc(F)cc2F)CC1,7
CCNc1oc(/C=C/c2ccc(OC)c(OC)c2)nc1C#N,2
CCCOc1ccc(OCC(=O)Nc2ccc3oc(C)nc3c2)cc1,7
CCOc1cc(-c2ccc(C)cc2)nc2ccc(C(=O)NCCCN(CC)CC)cc12,-1
CCCC1N=C2c3ccccc3N=C(SCC(=O)Nc3cc(OC)cc(OC)c3)N2C1=O (configuration not stated),3
CC(=O)NC1[C@@H]2CC3C[C@H]1CC(O)(C3)C2 (some centres not stated),-1
COc1ccc(-n2c(=O)c3c4c(sc3n3c(SC)nnc23)COC(C(C)C)C4)cc1 (configuration not stated),-22
COc1cccc(SC(C)C(=O)NC(C)(C)C)c1 (configuration not stated),2
Cc1c(Cc2ccccc2)c(=O)oc2c(C)c(OC(C)C(=O)O)ccc12 (configuration not stated),0
O=C(CN1CCC(C(=O)N2CCCCCC2)CC1)c1c[nH]c2ccccc12,0
N#CCCc1nc2ccccc2s1,3
CCC(CC)COC(=O)C(C#N)c1nc2ccccc2nc1N1CCN(C)CC1 (configuration not stated),2

# Following part
mol,LDHA inh
CCc1cccc(-n2cc(C(=O)N3CCC(NC(=O)OC(C)(C)C)CC3)nn2)c1,1
CC(C)C[C@H](NC(=O)CCn1ccc2ccc(F)cc21)C(=O)O,3
CC(C)c1ccc(CNC(=O)CSc2nc3ccccc3o2)cc1,5
COc1cccc(-c2nc(CSCC(=O)NCc3ccc(C)cc3)c(C)o2)c1,0
O=C(CCc1ncc(-c2c(F)cccc2F)o1)N1CCN(c2ccc([N+](=O)[O-])cc2)CC1,-7
Cc1c(C(=O)N2CCC(c3nc4ccccc4o3)CC2)oc2ccc(Cl)cc12,3
CCOC(=O)c1c(-c2ccc(OC)c(OC)c2)csc1NC(=O)C1CCCCC1,2
N#C/C(=C\c1cccc(Oc2ccccc2)c1)C(=O)Nc1cc(C(F)(F)F)ccc1Cl,-3
N#C/C(=C/c1ccc(OC(F)F)cc1)C(N)=S,-5
CC(C)(C)OC(=O)COc1ccc2c(-c3ccccc3)cc(=O)oc2c1,0
Cc1ccc(-c2cc(C(=O)NC3CC3)c3ccccc3n2)cc1,-10
Nc1ccc(C2CC2(Cl)Cl)cc1 (configuration not stated),6
NC(=O)c1ccsc1NC(=O)COC(=O)c1ccc(Cl)cc1F,-2
CCN(CC)C(=S)SCCOc1cccc(C)c1,3
CCCCc1nc2sc3c(NCCO)ncnc3c2c2c1CCC2,1
Cc1c(C)[n+](=O)c(-c2ccc(Cl)cc2)c(C)n1[O-],-1
CC(C)(C)c1ccc(C(=O)NCC(=O)OCc2ncc(-c3ccccc3)o2)cc1,4
COc1ccc(CNC(=O)Cc2nc(-c3cccs3)oc2C)cc1,-1
CCOc1nc2ccccc2nc1N1CCC(C(=O)Nc2cccc(F)c2)CC1,4
O=C(/C(Cl)=C\Nc1ccc(SC(F)F)cc1)C(F)(F)F,7
CCOC(=O)Cc1c(C(=O)OCC)nnc2c(-c3ccc(Cl)cc3)c(C)nn12,-1
Cc1[nH]c2ccccc2c1/C=N/c1sc2c(c1C#N)CCC(C)C2 (configuration not stated),5
CCn1c(C)cc(C(=O)COC(=O)c2csc(NCc3ccccc3)n2)c1C,0
Cc1nc(NC(=O)CSc2nnc(-c3ccccc3F)n2C)sc1C,-1
CN(C)CCNc1oc(-c2ccc(F)cc2)nc1S(=O)(=O)c1ccc2c(c1)OCCO2,-3
CSc1ccc(/C=C/C(=O)Nc2ccccc2-c2cccs2)cc1,4
